# Compound activity: PubChem, Broad Institute
# TcdB inh: TcdB glycohydrolase inhibitors, primary screen, biochemical, single point, plate reader; AID 652162, 2013; Toxin B (Clostridioides difficile), P18177; inhibition, % at 9.99 µM; TcdB glycohydrolase enzymatic assay; 0.24% of 350,000 active; in the data active means inhibition above about 10%
# * = called active by the depositor. These rows are one share of the data; rates above refer to the full screens.
structure,TcdB inh
CC(C)NC(=O)N(C)C[C@@H]1Oc2ccc(NC(=O)NC3CCCCC3)cc2CC(=O)N([C@@H](C)CO)C[C@H]1C,0.7
N#C[C@@H]1N[C@@H](CO)[C@H]1c1ccc(C#Cc2ccccc2F)cc1,-1.0
CN(C)CC(=O)N1[C@@H]2Cn3c(ccc(-c4cccnc4)c3=O)[C@H]1[C@@H](C(=O)NC1CCC1)[C@@H]2CO,-0.3
OC[C@@H]1[C@@H](c2ccc(C#CC3(O)CCCC3)cc2)[C@H]2CN(Cc3ccccc3F)CCCCN12,0.6
COc1cccc(C(=O)Nc2ccc3c(c2)C(=O)N(C)C[C@@H](OC)[C@H](C)CN(C(=O)C2CCOCC2)[C@H](C)CO3)c1,0.5
COCC(=O)Nc1ccc2c(c1)C(=O)N(C)[C@@H]1CC[C@@H](CC(=O)N3CCc4ccccc4C3)O[C@@H]1CO2,0.3
C[C@H](CO)N1C[C@H](C)[C@@H](CN(C)C(=O)Nc2ccc3c(c2)OCO3)Oc2ncc(-c3ccncc3)cc2C1=O,1.0
O=C(c1ccncc1)N1CC(=O)N2[C@H](C1)[C@@H](c1ccc(-c3ccccc3F)cc1)[C@@H]2CO,-0.5
C[C@@H]1CN([C@@H](C)CO)C(=O)c2cc(-c3ccncc3)cnc2O[C@H]1CN(C)C,0.0
O=C(Nc1cc(F)ccc1F)N[C@@H]1C=C[C@@H](CC(=O)N2CCc3ccccc3C2)O[C@H]1CO,0.0
Cc1noc(C)c1S(=O)(=O)Nc1ccc2c(c1)C(=O)N([C@@H](C)CO)C[C@H](C)[C@H](CN(C)C(=O)NC(C)C)OCCCC[C@H](C)O2,-1.8
C[C@@H]1CN([C@@H](C)CO)C(=O)c2cc(NC(=O)Nc3ccccc3)ccc2O[C@@H]1CN(C)S(=O)(=O)c1cccs1,1.5
COCC(=O)N1[C@H](CO)[C@H](c2ccccc2)C12CN(C(=O)NC1CCCCC1)C2,-1.0
CC1C=NC(S(=O)(=O)N2CC[C@@H]3[C@H]2c2cc(-c4cccc(F)c4)ccc2N(C)[C@H]3CO)=N1 (stereo partly specified),0.6
COc1ccc(NC(=O)N(C)C[C@H]2Oc3c(NC(=O)Nc4cccc5ccccc45)cccc3C(=O)N([C@@H](C)CO)C[C@@H]2C)cc1,-1.4
O=C(C[C@@H]1C[C@H]2c3cc(NC(=O)NC4CCCC4)ccc3O[C@H]2[C@@H](CO)O1)NC1CCCCC1,-1.0
CN1CCN(C(=O)C[C@@H]2C[C@@H]3c4cc(NS(C)(=O)=O)ccc4O[C@@H]3[C@@H](CO)O2)CC1,-1.2
C[C@@H]1CN([C@H](C)CO)C(=O)Cc2cc(NC(=O)c3ccncc3)ccc2O[C@@H]1CN(C)Cc1ccccc1,-0.5
O=C(CC1CC1)Nc1ccc2c(c1)[C@H]1C[C@H](CC(=O)N3CCCCC3)O[C@@H](CO)[C@H]1O2,0.8
Cc1ccc(S(=O)(=O)N(C)C[C@@H]2Oc3ccc(NC(=O)Cn4cnnn4)cc3CC(=O)N([C@H](C)CO)C[C@@H]2C)cc1,0.8
C[C@H](CO)N1C[C@H](C)[C@H](CN(C)Cc2ccc(C(=O)O)cc2)Oc2c(NC(=O)c3cnccn3)cccc2C1=O,-0.2
C[C@@H]1CN([C@H](C)CO)C(=O)Cc2cc(NC(=O)Nc3ccc(F)cc3)ccc2O[C@H]1CN(C)Cc1ccc(Oc2ccccc2)cc1,-4.7
C[C@@H]1CN([C@H](C)CO)C(=O)c2cc(NC(=O)NC3CCCCC3)ccc2O[C@H]1CN(C)C(=O)Nc1ccc2c(c1)OCO2,0.7
CO[C@H](CN(C)Cc1nccs1)[C@@H](C)CN([C@H](C)CO)S(=O)(=O)c1ccc(C)cc1,-0.9
CC(=O)N(C)C[C@@H]1Oc2cc(C#Cc3cccc(F)c3)ccc2S(=O)(=O)N([C@H](C)CO)C[C@@H]1C,3.6
O=C(C[C@H]1C=C[C@H](NC(=O)Cc2cccnc2)[C@@H](CO)O1)Nc1ccc(-c2ccccc2)cc1,0.3
O=C(N[C@@H]1CC[C@H](CCNC(=O)c2cnccn2)O[C@H]1CO)c1ccc2c(c1)OCO2,-1.1
Cc1noc(C)c1S(=O)(=O)N(C)C[C@@H]1OCCCC[C@H](C)Oc2ccc(NC(=O)Cc3ccccc3)cc2C(=O)N([C@H](C)CO)C[C@@H]1C,-1.2
COCC(=O)N(C)C[C@@H]1Oc2ncc(-c3ccccc3F)cc2C(=O)N([C@H](C)CO)C[C@@H]1C,1.6
C[C@@H]1CCCCO[C@H](CN(C)C(=O)Nc2ccc3c(c2)OCO3)[C@@H](C)CN([C@@H](C)CO)C(=O)c2cc(NC(=O)C3CCCCC3)ccc2O1,0.1
CN(C)C(=O)c1ccc(-c2ccc3c(c2)[C@H]2[C@H](CCN2C(=O)c2ccccc2)[C@@H](CO)N3)cc1,-0.3
COc1ccc(S(=O)(=O)N2C[C@@H](O)COC[C@H]3O[C@H](CC(=O)N[C@@H]4CCN(Cc5ccccc5)C4)CC[C@@H]32)cc1,-0.5
C[C@@H]1CN([C@H](C)CO)S(=O)(=O)c2ccc(C#C[C@@H](C)O)cc2O[C@H]1CN(C)CC1CCOCC1,-11
COCC#Cc1cnc2c(c1)C(=O)N([C@@H](C)CO)C[C@H](C)[C@H](CN(C)C(=O)Nc1cc(F)ccc1F)O2,-0.8
CC(C)NC(=O)N1[C@H](CNC(=O)CN(C)C)[C@H](c2ccccc2)[C@@H]1CO,1.6
CNC[C@@H]1Oc2c(NC(=O)Nc3ccc(F)cc3)cccc2C(=O)N([C@@H](C)CO)C[C@@H]1C,0.4
O=C(C[C@H]1C=C[C@@H](NS(=O)(=O)c2ccc(F)cc2)[C@H](CO)O1)NCCc1ccncc1,-1.4
C[C@H]1CN([C@@H](C)CO)C(=O)c2cc(N(C)C)ccc2O[C@H]1CN(C)Cc1ccc(C(F)(F)F)cc1,-9.5
COc1ccccc1-c1ccc2n(c1=O)C[C@@H]1[C@@H](CO)[C@H](C(=O)N[C@H](C)c3ccccc3)[C@H]2N1C,0.7
COc1ccc(C#Cc2ccc([C@H]3[C@@H](CO)N4CCCCN(C(=O)Nc5ccccc5)C[C@H]34)cc2)cc1,-1.2
C[C@H]1CN([C@@H](C)CO)C(=O)c2c(c3ccccc3n2C)-c2ccccc2CO[C@H]1CN(C)C(=O)Nc1cccc(Cl)c1Cl,-0.3
Cc1ccccc1S(=O)(=O)N1[C@@H](C#N)[C@@H](c2ccc(-c3ccccc3)cc2)[C@@H]1CO,-0.7
C[C@@H]1CN([C@@H](C)CO)C(=O)c2c(c3ccccc3n2C)-c2ccccc2CO[C@H]1CN(C)Cc1ccc(Oc2ccccc2)cc1,-2.2
CC(C)CC#Cc1ccc2c(c1)O[C@H](CN(C)Cc1cncnc1)[C@H](C)CN([C@H](C)CO)S2(=O)=O,0.3
C[C@@H]1CN([C@@H](C)CO)C(=O)c2cc(NC(=O)Nc3ccc4c(c3)OCO4)ccc2O[C@H]1CN(C)S(=O)(=O)c1ccccc1,1.9
CO[C@@H]1CC[C@@H]2CCOc3c(C#N)cccc3C(=O)N(C)[C@H](C)C(=O)N(C)C[C@H]1O2,-0.7
C[C@@H]1CN([C@H](C)CO)C(=O)c2cccc(N(C)C)c2O[C@H]1CN(C)S(=O)(=O)c1ccc(F)cc1,0.1
O=C(C[C@@H]1CC[C@@H]2[C@H](COC[C@H](O)CN2Cc2ccncc2)O1)NCc1ccccc1Cl,-0.3
O=C(C[C@H]1C=C[C@H](NC(=O)C2CCOCC2)[C@@H](CO)O1)NCC1CC1,-1.0
CNC(=O)C[C@H]1CC[C@H]2[C@@H](COc3ccc(NC(=O)c4ccc(F)c(F)c4)cc3C(=O)N2C)O1,0.4
CC(C)C#Cc1ccc([C@H]2[C@@H](CO)N3C(=O)CN(S(=O)(=O)c4ccccc4)C[C@H]23)cc1,-7.4
C[C@@H](NC(=O)[C@@H]1[C@@H](CO)[C@@H]2Cn3c(cccc3=O)[C@H]1N2Cc1cccnc1)c1ccccc1,1.6
O=C(C[C@H]1CC[C@H](NC(=O)Nc2ccc(C(F)(F)F)cc2)[C@@H](CO)O1)NCc1ccccn1,-0.2
C[C@@H]1CCCCO[C@H](CN(C)S(C)(=O)=O)[C@H](C)CN([C@@H](C)CO)C(=O)c2cc(NC(=O)c3ccncc3)ccc2O1,-1.3
CCCNC(=O)N1[C@@H]2CN(C(=O)NC(C)C)c3ccccc3[C@@H]2[C@@H]1CO,0.2
Cc1cccc(S(=O)(=O)N[C@@H]2CC[C@@H](CCNC(=O)c3cnccn3)O[C@H]2CO)c1,0.9
CCCN1[C@H](C(=O)N2CCOCC2)[C@@H](CO)[C@@H]2Cn3c(ccc(/C=C/c4ccccc4)c3=O)[C@@H]21,0.6
CO[C@@H]1CN(C)C(=O)c2ccc(NC(C)=O)cc2OC[C@@H](C)N(C(=O)c2ccccn2)C[C@@H]1C,-2.2
CCCNC(=O)N(C)C[C@@H]1Oc2ncc(-c3ccc(C(=O)N(C)C)cc3)cc2C(=O)N([C@H](C)CO)C[C@@H]1C,-3.6
C[C@@H]1CCCCO[C@@H](CN(C)S(=O)(=O)c2cccs2)[C@H](C)CN([C@H](C)CO)C(=O)c2cc(NC(=O)Nc3ccc(C(F)(F)F)cc3)ccc2O1,0.8

# The listing continues.
structure,TcdB inh
COc1ccc(CN(C)C[C@H]2Oc3ccc(NS(=O)(=O)c4cn(C)cn4)cc3C(=O)N([C@@H](C)CO)C[C@@H]2C)cc1,1.3
O=C(c1ccccc1F)N1C[C@@H]2[C@H](c3ccccc31)[C@H](CO)N2C(=O)c1ccncc1,-0.3
C[C@H](CO)N1C[C@H](C)[C@@H](CN(C)S(=O)(=O)c2cccs2)Oc2ccc(NC(=O)Cc3cn(C)c4ccccc34)cc2CC1=O,0.5
CC(=O)N1CC(=O)N2[C@@H](CO)[C@H](c3ccc(-c4ccc(C)cc4)cc3)[C@@H]2C1,-5.3
O=C(C[C@H]1C[C@H]2c3cc(NC(=O)CC4CC4)ccc3O[C@H]2[C@@H](CO)O1)NCC1CC1,0.4
CCCC#Cc1ccc([C@@H]2[C@H](C#N)N(S(=O)(=O)c3cccc(F)c3)[C@H]2CO)cc1,0.3
COc1ccccc1C#Cc1ccc2c(c1)O[C@H](CN(C)C(C)=O)[C@H](C)CN([C@@H](C)CO)S2(=O)=O,0.8
N#C[C@@H]1[C@H](c2ccc(C#Cc3ccc(F)cc3)cc2)[C@@H](CO)N1C(=O)C1CC1,-1.2
C/C=C/c1ccc([C@H]2[C@@H](CO)N(C(=O)c3ccccn3)C23CN(CCC(F)(F)F)C3)cc1,-0.4
CN(C)CC(=O)N1[C@@H]2c3ccc(C4=CCCCC4)c(=O)n3C[C@@H]2[C@@H](CO)[C@@H]1C(=O)Nc1nccs1,0.9
C[C@@H]1CN([C@@H](C)CO)S(=O)(=O)c2ccc(-c3cccc(C#N)c3)cc2O[C@H]1CN(C)C(=O)C1CC1,0.6
Cc1ccc(S(=O)(=O)Nc2ccc3c(c2)CC(=O)N([C@H](C)CO)C[C@H](C)[C@H](CN(C)CC2CC2)O3)cc1,0.1
CN1C(=O)c2cc(NC(=O)C3CC3)ccc2OC[C@H]2O[C@H](CC(=O)NCCN3CCCC3)CC[C@@H]21,0.5
COc1ccc(S(=O)(=O)N(C)C[C@@H]2Oc3c(NC(=O)c4ccncc4)cccc3C(=O)N([C@H](C)CO)C[C@@H]2C)cc1,-0.6
COc1ccc(CN2C[C@H](C)[C@@H](OC)CN(C)C(=O)c3ccc(NC(=O)c4nc5ccccc5s4)cc3OC[C@@H]2C)cc1,-0.6
C[C@@H]1CN([C@H](C)CO)C(=O)Cc2cc(NC(=O)Nc3cccc4ccccc34)ccc2O[C@H]1CN(C)C(=O)Nc1ccc(C(F)(F)F)cc1,0.5
COc1ccc(S(=O)(=O)N(C)C[C@@H]2OCCCC[C@H](C)Oc3ccc(NC(=O)C4CCCCC4)cc3C(=O)N([C@H](C)CO)C[C@H]2C)cc1,-0.7
CCCNC(=O)N1CC(=O)N2[C@H](CO)[C@H](c3ccc(C#Cc4cccc(OC)c4)cc3)[C@@H]2C1,-0.4
CCCN1C[C@H](C)[C@H](OC)CN(C)C(=O)c2cc(NC(=O)C3CCOCC3)ccc2OC[C@@H]1C,0.9
CCC(=O)N(C)C[C@H]1Oc2cc(C3=CCCC3)ccc2S(=O)(=O)N([C@H](C)CO)C[C@@H]1C,0.7
Cc1noc(C)c1S(=O)(=O)Nc1ccc2c(c1)C(=O)N([C@@H](C)CO)C[C@H](C)[C@H](CN(C)C(=O)Cc1ccccc1)OCCCC[C@H](C)O2,0.2

# Compounds from the list above that contain a thiophene ring, fused or not, in the order listed:
structure,TcdB inh
C[C@@H]1CN([C@@H](C)CO)C(=O)c2cc(NC(=O)Nc3ccccc3)ccc2O[C@@H]1CN(C)S(=O)(=O)c1cccs1,1.5
C[C@@H]1CCCCO[C@@H](CN(C)S(=O)(=O)c2cccs2)[C@H](C)CN([C@H](C)CO)C(=O)c2cc(NC(=O)Nc3ccc(C(F)(F)F)cc3)ccc2O1,0.8
C[C@H](CO)N1C[C@H](C)[C@@H](CN(C)S(=O)(=O)c2cccs2)Oc2ccc(NC(=O)Cc3cn(C)c4ccccc34)cc2CC1=O,0.5

# Part of the list above in order of number of heavy atoms, high to low.
structure,TcdB inh
CC(C)CC#Cc1ccc2c(c1)O[C@H](CN(C)Cc1cncnc1)[C@H](C)CN([C@H](C)CO)S2(=O)=O,0.3
CCCNC(=O)N1CC(=O)N2[C@H](CO)[C@H](c3ccc(C#Cc4cccc(OC)c4)cc3)[C@@H]2C1,-0.4
Cc1ccccc1S(=O)(=O)N1[C@@H](C#N)[C@@H](c2ccc(-c3ccccc3)cc2)[C@@H]1CO,-0.7
